# KCNH2 3.1 inh: qHTS for Inhibitors of KCHN2 3.1: Mutant qHTS; Potassium voltage-gated channel subfamily H member 2, brain isoform KCNH2 3.1 (human); U2OS KCNH2 3.1, thallium flux FluxOr; hits give low values; activity change, % (tested at about 1.8 µM); 340,000 compounds, 0.95% hits; AID 720553, 2013;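 active = maximum activity change below -70%; inconclusive = maximum activity change from -70% to -50%; inactive = maximum activity change above -50%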;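 also: thallium influx rate constant from kinetic fluorescence after stimulation buffer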
#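 We transduce U2OS cells with the mutant 3.1 virus, culture them overnight, load FluxOr with Red40 quencher for 45 min, then add stimulation buffer and read kinetically for 2 min to derive a normalized rate constant.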
# Eya2 phos inh: qHTS Assay for Inhibitors of the Phosphatase Activity of Eya2 | Protein phosphatase EYA2 (Homo sapiens), O00167 | recombinant Eya2, OMFP fluorescence dephosphorylation (OMFP is methylfluorescein phosphate) | Potency, µM (series often up to 76.9 µM), for inactives: at the top dose activity, negative = inhibition, most hits filed as inhibitors | 330,000 compounds, 0.006% hits | AID 488837, 2010; also: potency is read from the fitted curve at half-maximal effect
#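 Eya2 (0.2 uM) preincubated 10 min at ambient with compound, then OMFP substrate added at 50 uM; 10 min reaction in 50 mM HEPES pH 7.5, 50 mM NaCl, 5 uM MgCl2, 0.05% BSA, 1 mM DTT. Fluorescence read at Ex 485/Em 525 nm.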
# uPA generation: qHTS for Inhibitors of Cell Surface uPA Generation; AID 540303, 2011; 330,000 compounds, 0.31% hits; cell surface uPA generation assay, qHTS; Potency, µM (doses to about 38.3 µM), inactives show top-dose activity change, negative = inhibition, most hits filed as inhibitors; active = well fitted inhibition curve with a large enough effect; inconclusive = small, poorly fitted or top-dose-only effect; inactive = no such curve, though single readings can be large or run the other way; tested in mouse RAW 264.7 cells; also: potency is read from the fitted curve at half-maximal effect; nearly all actives have a fitted effect of over 55% in size
# PKM2 activator: qHTS Assay for Activators of Human Muscle isoform 2 Pyruvate Kinase; Pyruvate kinase PKM (Homo sapiens), P14618; purified PKM2, Kinase-Glo ATP luminescence, activation; response scale: 0% is enzyme alone, no compound; Potency, µM (top dose mostly 57.5 µM), for inactives: top-dose activation, usual class: activators; 260,000 compounds, 0.34% hits; AID 1631, 2009; also: potency is read from the fitted curve at half-maximal effect; nearly all actives have a fitted effect of over 55% in size
#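 Purified hPK-M2 (>95% pure) converted ADP (0.1 mM final) to ATP with 0.5 mM PEP in 50 mM imidazole pH7.2, KCl, MgCl2, Tween 20, BSA; 1 h at room temperature. ATP detected by Kinase-Glo luminescence.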
# USP2a block: qHTS Assay for Inhibitors of Ubiquitin-specific Protease USP2a Using CHOP2 as the Reporter. Ubiquitin carboxyl-terminal hydrolase 2 (Homo sapiens), O75604. USP2 core, Ub-CHOP2 coupled fluorogenic reporter, 485/531. Potency, µM (titrated, usually from 38.3 µM), without a hit: top-dose activity change, negative = inhibition, usual class: inhibitors. 330,000 compounds, 0.01% hits. AID 463254, 2010;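 also: potency is read from the fitted curve at half-maximal effect; plate controls were DMSO wells for no effect and full inhibition by NEM control for full effect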
#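 Cell-free coupled assay: 10nM USP2 core preincubated 30min RT with compound in Tris-HCl pH 8.0/CaCl2/CHAPS buffer, then 25nM Ub-CHOP2 and 25nM reporter substrate; fluorescence (Ex 485/Em 531) read after 60min RT, normalized to NEM inhibition, concentration-response curves fitted.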
# FBPA coupling cs: qHTS Assay for Inhibitors of Fructose-1,6-bisphosphate Aldolase from Giardia Lamblia: Coupling assay counterscreen. activity change, negative = inhibition, % at 58.2 µM, hits read low. AID 2472, 2010. coupling enzyme system counterscreen, AmpLite Red fluorescence. 290,000 compounds, 0.67% hits; in the data active = activity change below about -30%
#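 Fluorescence at 525 nm excitation and 598 nm emission measured inhibition of the coupled detection system without aldolase. Compounds (at 57.5 uM final) were preincubated 10 min at room temperature with coupling enzyme reagent before a 20 min substrate/AmpLite Red step.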
# B2AR arrestin: qHTS assay of beta-arrestin-biased ligands of beta2-adrenergic receptor. beta-arrestin recruitment to beta2AR, cell-based reporter. AID 492947, 2010. 330,000 compounds, 0.02% hits. Potency, µM (top dose mostly 46.1 µM), inactives show at the highest dose activation, hits mostly activators;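 also: potency is read from the fitted curve at half-maximal effect; 0% = DMSO controls and full agonism = EC100 isoproterenol or metaproterenol; nearly all actives have a fitted effect of over 65% in size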
# Giardia killer: Small Molecules that selectively kill Giardia lamblia: qHTS; Giardia lamblia trophozoite viability; activity change, % at 7.66 µM, hits read low; 340,000 compounds, 0.15% hits; in the data active = activity change below about -80%; inconclusive = between about -30% and that limit;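 also: parasites exposed to compound for two days anaerobically before the ATP read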
#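 Anaerobic 48 hrs incubation at 37 deg C of 100 trophozoites/well with test compounds; ATPLite 1-Step luminescence, 15-30 min RT, reports cellular ATP as viability.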
# GALK inhibitor: qHTS Assay for Inhibitors of Human Galactokinase (GALK); 270,000 compounds, 0.007% hits; Purified GALK, Kinase-Glo residual ATP luminescence; Potency, µM (series often up to 57.5 µM), inactives show top-dose activity change, negative = inhibition, hits mostly inhibitors; also: potency is read from the fitted curve at half-maximal effect
#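 5 nM enzyme, 35 uM ATP, 100 uM galactose, 20 mM HEPES pH8.0, 5 mM MgCl2; 1 h RT; residual ATP by Kinase-Glo Plus luminescence, qHTS format.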
# KCNH2 WT inh: qHTS for Inhibitors of KCHN2 3.1: Wildtype qHTS | Voltage-gated inwardly rectifying potassium channel KCNH2 (Homo sapiens), Q12809 | U2OS, BacMam KCNH2, thallium flux FluxOr; hits give low values | activity change, % at 1.84 µM | 340,000 compounds, 0.37% hits;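 active = maximum activity change below -70%; inconclusive = maximum activity change between -70% and -50%; inactive = maximum activity change above -50%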
# Target sequence (Q12809 whole entry, looked up): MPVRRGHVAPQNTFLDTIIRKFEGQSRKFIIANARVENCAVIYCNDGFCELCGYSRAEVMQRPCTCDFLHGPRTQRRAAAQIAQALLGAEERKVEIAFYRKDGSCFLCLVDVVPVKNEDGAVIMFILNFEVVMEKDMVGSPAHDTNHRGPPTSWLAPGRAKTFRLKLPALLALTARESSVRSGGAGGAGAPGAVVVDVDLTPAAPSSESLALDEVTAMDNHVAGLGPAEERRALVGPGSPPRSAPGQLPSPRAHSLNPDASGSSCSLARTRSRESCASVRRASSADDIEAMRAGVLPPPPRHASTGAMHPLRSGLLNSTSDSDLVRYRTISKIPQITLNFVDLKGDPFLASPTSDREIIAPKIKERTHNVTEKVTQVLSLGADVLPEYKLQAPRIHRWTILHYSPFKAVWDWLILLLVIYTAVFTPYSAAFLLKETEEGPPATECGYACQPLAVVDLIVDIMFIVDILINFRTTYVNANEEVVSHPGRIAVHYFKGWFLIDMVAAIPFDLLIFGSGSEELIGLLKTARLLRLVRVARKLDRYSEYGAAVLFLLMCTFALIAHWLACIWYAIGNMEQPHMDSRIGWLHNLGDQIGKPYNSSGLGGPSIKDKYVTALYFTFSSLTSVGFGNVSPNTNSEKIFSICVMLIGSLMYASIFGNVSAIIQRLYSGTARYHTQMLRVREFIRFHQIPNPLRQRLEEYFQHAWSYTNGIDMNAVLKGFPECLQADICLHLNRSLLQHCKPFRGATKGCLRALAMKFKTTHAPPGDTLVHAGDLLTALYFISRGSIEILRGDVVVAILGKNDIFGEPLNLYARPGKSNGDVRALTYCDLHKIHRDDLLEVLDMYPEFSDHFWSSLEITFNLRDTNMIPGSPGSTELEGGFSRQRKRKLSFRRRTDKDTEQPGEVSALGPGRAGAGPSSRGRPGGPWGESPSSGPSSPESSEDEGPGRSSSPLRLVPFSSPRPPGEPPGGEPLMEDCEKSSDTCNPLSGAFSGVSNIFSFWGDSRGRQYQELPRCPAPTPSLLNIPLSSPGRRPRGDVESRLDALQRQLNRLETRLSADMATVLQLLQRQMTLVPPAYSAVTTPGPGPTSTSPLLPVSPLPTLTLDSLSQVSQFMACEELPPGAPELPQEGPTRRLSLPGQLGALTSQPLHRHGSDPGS
#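 U2OS cells transduced with wild-type KCNH2 virus are loaded with FluxOr dye for 45 min, and thallium flux is measured in kinetic reads before and after stimulation buffer. Rate constants are normalized to DMSO controls.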
# BCR signal inh: qHTS Assay to Find Inhibitors of Chronic Active B-Cell Receptor Signaling. AID 493014, 2011. Potency, µM (series often up to 46.1 µM), for the others: at the top dose ratio change, negative = lower green/red ratio, most hits filed as inhibitors. 340,000 compounds, 0.05% hits. ABC-DLBCL IkBa-CBG/CBR reporter, luminescence ratio, 4 h; active = well fitted inhibition curve with a large enough effect in the signal ratio, with a control signal flat, not every such curve was filed as active; inconclusive = small, poorly fitted or top-dose-only effect, or effect the other way, or a change in a side signal; the % refers to the signal ratio;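 also: potency is read from the fitted curve at half-maximal effect; plate controls were basal doxycycline-induced cells for no effect and cells given 10 µM MG132 for full effect; MG132 reads +100%, hits lower the ratio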
#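 TMD8 human ABC-DLBCL cells with doxycycline-inducible IκBα–green luciferase fusion and unfused red luciferase, in 0.5% FBS medium; compounds up to 46 uM, 4 h at 37C. Green/red luminescence ratio, filter-overlap corrected, fitted to concentration-response curves.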
# Starred values were filed as active, the others as inactive; ? = inconclusive; . = not tested or not shown; & = joins results of further samples; [ ] = dose if it differs, or a comment. Unless noted, calls follow the shape of the dose curve; as a rule, active = well fitted curve in the direction sought with a large enough effect; inconclusive = small, poorly fitted or top-dose-only effect, or another doubt; inactive = no such curve, though single readings can be large; an effect the other way counts as inactive or inconclusive. Unless noted, % is scaled to controls: 0 for no effect and ±100 for the full control effect.
No.	compound	Giardia killer	Eya2 phos inh	FBPA coupling cs	KCNH2 3.1 inh	USP2a block	BCR signal inh	GALK inhibitor	uPA generation	B2AR arrestin	KCNH2 WT inh	PKM2 activator
1	Cc1csc(SCC(=O)N(C)CC(=O)Nc2ccccc2Cl)n1	10	7%	.	-9	3%	-9%	.	2%	0.0%	2	.
2	COc1ccc(NC2CC(=O)N(c3cccc([N+](=O)[O-])c3)C2=O)cc1 (configuration not stated)	-10	-8%	0	-27	-1%	?	0%	-5%	-0.6%	-22	3%
3	O=C(O)CCCN=C1NC2(CCCC2)Cc2ccccc21	-11	-9%	8	.	-3%	-10%	0%	-3%	-0.7%	-2	-21%
4	O=C(NCCc1c[nH]c2ccccc12)c1cc(Cl)c2c(c1)OCO2	0	-1%	-1	-2	3%	?	4%	0%	-0.5%	-4	.
5	Cc1ccccc1OCC(=O)NCC(=O)N/N=C/C=C/c1ccccc1	.	-8%	-1	.	4%	?	-4%	.	-0.5%	.	-1%
6	CCc1ccc(C2c3[nH]c4ccccc4c3CCN2C(=O)c2cc(C)nn2C)cc1 (configuration not stated)	-20	-2%	1	-30	0%	-28%	2%	-20%	-0.2%	4	0%
7	Cc1cccc(Cn2c(C)nc3ccc([N+](=O)[O-])cc3c2=O)c1	13	4%	6	15	0%	8%	6%	2%	-0.2%	9	15%[11.5 µM]
8	O=S1(=O)CCOCCCN1Cc1ccccc1F	-28	14%	0	3	-1%	?	.	-9%	0.5%	-22	4%
9	COc1ccc(OC)c(C(=O)c2ccc(Cl)cc2)c1	21	-1%	-6	-3	2%	?	-1%	2%	-0.7%	4	-3%
10	COc1ccc(CNC(=O)CNC(=O)N2CC(=O)Nc3ccccc32)cc1	-11	-2%	.	-11	3%	?	-7%	7%	0.5%	-13	.
11	O=C1c2cccc3c([N+](=O)[O-])ccc(c23)C(=O)N1c1ccc(Cl)cn1	1	20%	-14	-35	5%	-2%	1%	.	-3.0%	?	0%
12	CC(=O)N1c2c(cc(Br)cc2S(=O)(=O)N2CCCCC2)CC1C (configuration not stated)	3	0%	-2	17	1%	6%	-2%	-1%	-0.3%	-3	-5%
13	CC(=O)c1cc(-c2ccc(F)cc2)n(CCC(=O)Nc2cc(C)[nH]n2)c1C	9	-1%	0	1	0%	?	0%	3%	0.0%	4	-1%
14	N#C/C(=C\c1ccccc1)c1nc2ncccc2[nH]1	12	2%	2	21	3%	14%	.	-5%	0.4%	1	-3%
15	S=c1[nH]nc(-c2cnccn2)n1-c1ccccc1	1	-10%	9	4	3%	4%	-3%	-1%	-0.3%	-1	-6%
16	CCOc1cc(Br)c(C=O)cc1OCC	4	3%	5	1	3%	?	0%	-19%	-1.1%	-1	-6%
17	O=C(CSc1ncc(C(F)(F)F)cc1Cl)N1CCN(S(=O)(=O)c2ccc(Cl)cc2)CC1	-15	-10%	2	4	4%	12%	0%	7%	0.4%	-5	-1%
18	Cc1nc(Cc2nnc(SCC(=O)N3CCN(c4ccc(F)cc4)CC3)o2)cs1	-4	0%	.	-35	-1%	-1%	.	19%	-0.2%	9	.
19	CCOc1cc(CNCCO)cc(Br)c1OCc1ccccc1Cl	25	-5%	1	-5	0%	?	-1%	2%	-1.1%	1	-3%
20	CCC(=O)N(Cc1cc2cc(OC)ccc2[nH]c1=O)c1cc(C)ccc1C	0	8%	1	5	-6%	?	3%	-2%	-0.6%	3	-7%
21	CC(C)(C)c1ccc(S(=O)(=O)N2CCCCC2)cc1	-2	-20%	3	15	3%	0%	.	4%	-1.0%	-4	1%
22	C/C(=N/NC(=O)CSCc1ccc(Cl)cc1)c1cccc(NC(=O)c2ccccc2)c1	19	-12%	-5	-9	2%	-1%	-2%	3%	0.2%	23	-12%
23	Cc1ccc(C2(C)NC(=O)N(CC(=O)N3CCN(S(=O)(=O)c4cccc([N+](=O)[O-])c4)CC3)C2=O)cc1 (configuration not stated)	37[activator]	-16%	.	-1	1%	0%	.	11%	-0.8%	3	.
24	CN(CC(=O)NCCc1ccccc1)CC(=O)Nc1cccc(F)c1	23	-26%	.	6	-10%	-5%	.	2%	-1.0%	-13	.
25	N=c1ccn(Cc2c(Cl)cccc2Cl)cc1	-3	4%	0	-1	2%	-6%	1%	-7%	0.0%	-5	1%
26	Cc1cc(C)cc(NC(=O)c2cc(Cl)sc2Cl)c1	3	2%	1	-9	5%	1%	1%	-1%	-1.6%	-6	-5%
27	CCOC(=O)c1c(NC(=O)CNCCOC)sc2c1CCCC2	23	-4%	2	4	0%	?	-3%	4%	-0.3%	-18	6%
28	COCC(C)n1c(SCC(=O)NC(=O)Nc2ccc3c(c2)OCCO3)nc2ccccc2c1=O (configuration not stated)	-2	3%	-8	4	-10%	-29%	-1%	6%	4.4%	-23	0%
29	N#CCCN(Cc1cccnc1)C(=S)NC(=O)c1ccco1	4	8%	2	-16	2%	?	2%	.	-0.1%	-1	2%
30	Cc1c(NC(=O)CSc2n[nH]c(-c3ccccc3)n2)c(=O)n(-c2ccccc2)n1C	1	0%	8	7	1%	6%	0%	.	0.0%	3	7%

# New compounds follow
No.	compound	Giardia killer	Eya2 phos inh	FBPA coupling cs	KCNH2 3.1 inh	USP2a block	BCR signal inh	GALK inhibitor	uPA generation	B2AR arrestin	KCNH2 WT inh	PKM2 activator
31	COc1ccc(C2C(C(N)=O)=C(C)Nc3nc(CCCO)nn32)cc1 (configuration not stated)	5	?	1	-8	0%	1%&-18%	7%	4%	-0.2%	8	.
32	CC(C)CN(CCCNC(=O)CN1C(=O)COc2ccc(S(=O)(=O)N3CCOCC3)cc21)CC(C)C	10	-14%	.	-13	3%	?	4%	-19%	0.5%	23	.
33	O=C(CCNC(=O)C1CCN(S(=O)(=O)c2ccc(F)cc2)CC1)NCc1cccc(Cl)c1	-3	-1%	.	8	8%	-5%	-8%	10%	0.0%	-8	.
34	O=C1N/C(=C\c2ccccc2)c2ccccc21	-16	5%	0	0	0%	?	0%	?	-0.1%	7	3%
35	COc1ccc(C(=O)N2CCC(C(=O)NCc3ccccn3)CC2)cc1	6	8%	4	9	4%	4%	0%	5%	0.2%	-4	0%
36	CCOc1nc(Oc2cccc(C(=O)O)c2)nc(Oc2cccc(C(=O)O)c2)n1	5	13%	2	14	0%	2%	-1%	4%	-0.5%	8	-4%
37	CC(C)(C)c1ccc2c(c1)N(CC(=O)N1CCCC1)C(=O)CO2	13	-6%	0	-28	-1%	0%	5%	-10%	-0.5%	-1	0%
38	Cc1occc1C(=O)Nc1ccc(S(=O)(=O)N2CCCC2)cc1	4	-3%	3	-8	-5%	0%	2%	.	0.0%	-28	-18%
39	CC(CN1c2ccccc2Sc2ccccc21)N(C)C (configuration not stated)	-1	9%&-2%	0&-2	-12	3%	?	-2%	-10%	-0.5%	9	-13%
40	O=c1c2ccccc2nc(-c2ccc(Cl)c(Cl)c2)n1O	-5	13%	-1	34	7%	?	-2%	8%	-0.5%	-34	5%
41	Cc1cc(Nc2cc(F)ccc2C)n2ncnc2n1	2	2%	-1	2	2%	-1%	1%	8%	-0.4%	-2	-2%
42	O=C(Nc1ccc(F)cc1)N1CCCN(c2ccc(C(F)(F)F)cn2)CC1	7	3%	3	9	-1%	3%	-3%	1%	-0.4%	-2	?
43	CCOC(=O)C1(CC)CC(CSc2nc3ccccc3[nH]2)OC1=O (configuration not stated)	-4	-14%	1	4	0%	7%	0%	0%	0.2%	6	2%
44	O=C(Nc1ccc([N+](=O)[O-])c(NC(=O)C2CCCO2)c1)C1CCCO1 (configuration not stated)	1	-16%	-7	-16	1%	-1%	0%	4%	-0.3%	-8	-2%
45	COc1ccccc1N1C(=O)N(CC(=O)C(C)(C)C)c2ccccc2S1(=O)=O	-17	5%	-3	-18	-2%	?	4%	7%	0.4%	-18	.
46	CCC(C)c1ccc(OCC(=O)NNC(=O)C2CCCCC2)cc1 (configuration not stated)	6	-10%	.	22	0%	?	1%	5%	-0.5%	2	-6%

# Screening results deposited in PubChem by National Center for Advancing Translational Sciences (NCATS).
